Screening results from PubChem BioAssay.
FXIa inh: human FXIa protease inhibitors, primary screen, biochemical, 1536-well; actives 0.14% (n = 220,000); purified FXIa, Boc-Glu-Ala-Arg-AMC fluorogenic substrate; inhibition, % at 5 µM; AID 798, 2007;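 active = inhibition of at least 40%; inactive = inhibition below 40%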;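 note: fluorescence of freed AMC excited at 355 nm; 0% = enzyme without compound and 100% = no enzyme blank; many of its hits are not listed in these tables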
KLK5 inh: human KLK5 protease inhibitors, primary screen, biochemical, 1536-well; Kallikrein-5 (Homo sapiens), Q9Y337; recombinant hK5, fluorogenic AMC substrate cleavage; inhibition, % at 5 µM; actives 0.59% (n = 210,000);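 active = inhibition of 40% or more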;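 note: 0% = enzyme controls without compound and 100% = no-enzyme blanks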
Target sequence (Q9Y337 67-293 limits assumed): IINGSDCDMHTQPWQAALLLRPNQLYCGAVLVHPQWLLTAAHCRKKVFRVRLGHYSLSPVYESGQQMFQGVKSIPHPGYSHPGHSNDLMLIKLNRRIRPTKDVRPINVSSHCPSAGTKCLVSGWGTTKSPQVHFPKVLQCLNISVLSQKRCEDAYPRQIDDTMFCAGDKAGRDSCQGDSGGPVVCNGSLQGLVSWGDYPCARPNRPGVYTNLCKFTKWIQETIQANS
Hck Nef HTS: inhibitors of Nef-activated human Hck kinase, primary screen, biochemical, Z-Lyte FRET, 384-well, Hck-YEEI; actives 0.68% (n = 220,000); AID 463187, 2010; Recombinant Hck-YEEI plus Nef, Z-Lyte FRET kinase assay; Tyrosine-protein kinase HCK (Homo sapiens), P08631; inhibition, % at 20 µM;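 active = Hck-Nef kinase inhibition above about 50%, limit read from the data; inactive = inhibition below that limit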;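 note: 0% = DMSO with Hck plus Nef and 100% = Hck alone without Nef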
Target sequence (P08631 whole entry, looked up): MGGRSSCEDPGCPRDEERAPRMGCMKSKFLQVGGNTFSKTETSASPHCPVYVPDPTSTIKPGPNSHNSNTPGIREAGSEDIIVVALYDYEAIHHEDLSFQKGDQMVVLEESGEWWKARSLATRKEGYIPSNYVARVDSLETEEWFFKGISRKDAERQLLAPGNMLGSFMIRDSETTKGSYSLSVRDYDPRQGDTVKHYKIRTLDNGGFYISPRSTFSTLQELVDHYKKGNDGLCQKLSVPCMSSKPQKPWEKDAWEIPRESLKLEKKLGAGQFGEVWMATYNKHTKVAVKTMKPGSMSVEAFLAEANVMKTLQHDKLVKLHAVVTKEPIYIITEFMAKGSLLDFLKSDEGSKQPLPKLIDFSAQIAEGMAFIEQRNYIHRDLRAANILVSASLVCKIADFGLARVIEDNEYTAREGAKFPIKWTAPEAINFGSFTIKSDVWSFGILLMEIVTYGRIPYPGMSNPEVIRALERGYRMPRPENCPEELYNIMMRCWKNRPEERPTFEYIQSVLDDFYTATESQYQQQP
FXIIa inh: human FXIIa protease inhibitors, primary screen, biochemical, 1536-well; Coagulation factor XII (Homo sapiens), P00748; purified FXIIa, Boc-QGR-AMC fluorogenic substrate, 2 h; inhibition, % at 5 µM; actives 0.3% (n = 220,000); AID 800, 2007; in the data active = inhibition above about 40%;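 note: 0% = enzyme with no compound and 100% = blank without enzyme; many of its hits are not listed in these tables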
14-3-3 Bad inh: inhibitors of 14-3-3 zeta/Bad binding, primary screen, biochemical, TR-FRET, bovine 14-3-3 zeta; 14-3-3 protein zeta/delta (Bos taurus), P63103; TR-FRET 14-3-3zeta/Dy647-pBad peptide displacement, 1 h; inhibition, % at 21.7 µM; actives 0.71% (n = 220,000);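 active = inhibition above about 70%, limit read from the data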;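 note: 0% = full 14-3-3 plus peptide FRET controls and 100% = background without 14-3-3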
Target sequence (P63103 whole entry, looked up): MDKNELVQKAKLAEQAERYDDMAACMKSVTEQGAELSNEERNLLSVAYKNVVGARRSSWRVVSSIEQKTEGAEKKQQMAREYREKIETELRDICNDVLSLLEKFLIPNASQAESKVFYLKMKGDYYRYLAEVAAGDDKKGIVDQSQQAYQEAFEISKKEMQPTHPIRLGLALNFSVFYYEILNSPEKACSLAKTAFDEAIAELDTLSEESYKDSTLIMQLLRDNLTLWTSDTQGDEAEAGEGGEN
thrombin 1536: human alpha-thrombin inhibitors, primary screen, counter-screen for coagulation protease inhibitor project, biochemical, 1536-well, fluorogenic AMC substrate; Boc-VPR-AMC fluorogenic substrate cleavage; inhibition, % at 5 µM; actives 0.26% (n = 220,000);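 active = inhibition at or above 40%; inactive = inhibition below 40%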;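 note: 0% = enzyme with no compound and 100% = wells without enzyme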
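System: human alpha-thrombin protein; Compound dosing: one concentration per compound, 5 µM, with 0.2% DMSO; Timing: reaction at room temperature; Technique: AMC fluorescence, 355/460 nm; Controls: enzyme without compound as high, wells lacking enzyme as low.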
Wee1 degr inh: Wee1 degradation inhibitors, primary screen, cell-based, HeLa, Wee1K328M-luciferase, luminescence; actives 1.2% (n = 220,000); HeLa Luc-Wee1K328M stability; 100% = proteasome inhibitor MG132 effect; reporter increase, % at 5 µM;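 active = activation above the mean of all tested compounds plus 3 SD, set per screening run, cut at about 8.8% in these data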;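 note: cells exposed to compound for 20 h before luminescence read; 0% = DMSO alone and 100% = MG132 at 30 µM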
Runt-CBFb FRET: inhibitors of RUNX1 Runt–CBFb binding, primary screen, biochemical, FRET, Cerulean-Runt, Venus-CBFb, uHTS; inhibition, % at 20 µM; Cerulean-Runt/Venus-CBFb FRET ratio 530/480, 1 h; Runt-related transcription factor 1 (Homo sapiens) + Core-binding factor subunit beta …; actives 0.46% (n = 220,000);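 active = inhibition over about 50% at 20 µM in the single-dose screen, limit read from the data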;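 note: 0% = DMSO wells and 100% = excess unlabeled CBFb competitor control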
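Assay system: Cerulean-Runt domain / Medium: Tris 50 mM pH 7.5, KCl, K2SO4, 0.01% BSA / Timing: protein complex preformed 1 h, compound exposure 1 h, room temperature, dark / Measured by: FRET, excitation 422 nm, emission at 530 and 480 nm / Evaluation: loss of energy transfer signal / Control set: 5 µM unlabeled CBFb as full-inhibition high control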
Runt-SMMHC FRET: inhibitors of RUNX1 Runt–CBFb-SMMHC binding, primary screen, biochemical, FRET, Cerulean-Runt, Venus-CBFb-SMMHC, uHTS; Runt-related transcription factor 1 (Homo sapiens) + Core-binding factor subunit beta …; Cerulean-Runt/Venus-CBFb-SMMHC FRET ratio 530/480, 1 h; inhibition, % at 20 µM; actives 0.74% (n = 220,000); AID 1434, 2008;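 active = mean inhibition across duplicate retests at 20 µM reaching about 50%, limit read from the data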;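 note: 0% = DMSO wells and 100% = wells with excess untagged CBFb-SMMHC; inhibitors lower the FRET ratio by blocking Runt binding to CBFb-SMMHC; some results filed as inactive read as strong as hits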
* = called active by the depositor; . = not tested or not shown; [ ] = remark or other dose.

SMILES	FXIa inh	KLK5 inh	Hck Nef HTS	FXIIa inh	14-3-3 Bad inh	thrombin 1536	Wee1 degr inh	Runt-CBFb FRET	Runt-SMMHC FRET
Cn1c(=O)c2c(ncn2CC(=O)N2CCN(c3ccc([N+](=O)[O-])cc3)CC2)n(C)c1=O	4	1	12	7	-11	-4	1	-3	-5
COc1ccc(/C=N/NC(=O)CN2CCS(=O)(=O)CC2)cc1	5	-4	1	16	-6	2	-3	1	4
CC(=O)C(Sc1nnnn1-c1ccccc1)C(C)=O	-8	24	2	4	-1	-3	3	0	1
Nn1cnc2sc3c(c2c1=O)CCC3	-16	2	1	11	5[fluorescence artefact?]	-2	2	1	2
O=[N+]([O-])c1ccc(NCc2ccccc2)nc1	11	8	1	23	2	21	0	-2	4
Cc1ccc(C(=O)NC(=S)Nc2ccc3[nH]c(=O)[nH]c3c2)cc1	9	-23	3	10	-6[fluorescence artefact?]	0	2	4	-1
COC(=O)CC(CP(=O)(O)CN(C)C=O)C(=O)OC (centres undefined)	-4	4	18	4	0	-5	1	2	-1
Cc1ccccc1C(=O)OCn1nnc2ccccc2c1=O	-6	-26	0	2	2	-10	0	0	3
CCN(CC)CCNc1nc2ccccc2n1C	-2	-4	-2	11	-4	-4	1	0	-1
Cc1ccc(Cn2nnnc2CN2CCC(NC(=O)c3ccccc3F)CC2)cc1	-3	-12	1	4	5	-4	-2	-2	-1
Cc1ccc(N(C)S(=O)(=O)c2cccc(C(=O)Oc3ccc4c(C)cc(=O)oc4c3)c2)cc1	5	-30	-3	7	14[fluorescence artefact?]	0	8	23	45
CCCn1nc(C(=O)OCn2nnc3ccccc3c2=O)c2ccccc2c1=O	-9	-2	3	0	5[fluorescence artefact?]	9	-1	-2	-11
CCc1ccc(Sc2cc(C(=O)NCCN3CCOCC3)c3ccccc3n2)cc1	5	-2	2	14	2	-2	-3	-6	1
Cc1cc(Nc2cc(F)ccc2C)n2nc(C)nc2n1	8	-1	-9	12	3[fluorescence artefact?]	0	4	-1	-7
CN(C(=O)CCn1c(=S)oc2ccccc21)c1ccc(F)cc1	5	22	11	19	2	23	6	1	1
O=C(Cc1cccs1)N/N=C/C=C/c1ccccc1	-3	-4	1	11	-9[fluorescence artefact?]	-4	7	2	1
CC(NC(=O)CC(c1ccccc1)c1cc(Cl)ccc1O)c1ccccc1 (centres undefined)	7	-12	1	10	-17	-1	6	-1	3
Cc1ccc(N(C(=O)Cn2nnc3ccccc32)C(C(=O)NCc2ccccc2)c2ccccn2)cc1 (centres undefined)	0	2	5	6	-8	-5	-2	0	2
CN1c2ccccc2C(=O)/C(=C\Nc2ccc(F)cc2F)S1(=O)=O	16	35	-19	17	4	-8	-2	4	11
COc1cccc(N2CCN(C3CC(=O)N(c4ccc(C)c(Cl)c4)C3=O)CC2)c1 (centres undefined)	0	3	1	1	-1	-3	1	0	3
Cc1ccc(C2CC(=O)Nc3sc(C(N)=O)c(N)c32)cc1 (centres undefined)	5	-23	1	11	5	-5	-2	1	2
COc1cc(/C=C/c2ccc3cccc(OC)c3n2)c(O)c([N+](=O)[O-])c1	-4	-3	69*	5	46	-5	-2	0	-1
O=C1N(c2ccc(Cl)c(Cl)c2)CN(Cc2ccccc2)CN1n1cnnc1	6	13	0	9	8	1	-2	2	2
CCCCN(CC)S(=O)(=O)c1ccc(C(=O)N=c2sc3cc(NC(C)=O)ccc3n2C)cc1	17	-20	5	12	19[fluorescence artefact?]	-18	0	-2	-32
CC1(C)OC(=O)C(=CNCCc2ccc(O)cc2)C(=O)O1	1	5	-25	5	3	-5	6	-1	-1
Brc1cnc(N2CCCC2)nc1N1CCOCC1	1	33	7	24	-6	10	-1	-1	-1
Cc1ccc(NC(=O)/C=C/C(=O)O)c([N+](=O)[O-])c1	-6	-7	1	3	-1[fluorescence artefact?]	-8	2	2	3
CCOC(=O)c1c(C)c(C(=O)NCc2ccco2)c(C)n1C	-6	-5	12	1	2	-5	1	2	1
CCn1c(C)nc2cc(C(=O)N=Nc3c(O)[nH]c4c(C)cc(C)cc34)ccc21	3	3	5	10	7	-5	0	-7	-4
CCc1ccc(NC(=O)Cn2nc(C(F)(F)F)c3c2CCC3)cc1	-7	-12	0	3	14	-2	-2	-1	-1

Part of the list above with just Hck Nef HTS, thrombin 1536 and FXIa inh.
canonical_smiles	Hck Nef HTS	thrombin 1536	FXIa inh
Cn1c(=O)c2c(ncn2CC(=O)N2CCN(c3ccc([N+](=O)[O-])cc3)CC2)n(C)c1=O	12	-4	4
CCn1c(C)nc2cc(C(=O)N=Nc3c(O)[nH]c4c(C)cc(C)cc34)ccc21	5	-5	3

Later entries
SMILES	FXIa inh	KLK5 inh	Hck Nef HTS	FXIIa inh	14-3-3 Bad inh	thrombin 1536	Wee1 degr inh	Runt-CBFb FRET	Runt-SMMHC FRET
Cc1ccc(-c2nc(-c3nccc4ccccc34)oc2-c2ccccc2)cc1	-3	-11	33	-16	-3	1	1	7	72*
CCCCOC(=O)CN1C(=O)c2ccc(C(=O)OCCCC)cc2C1=O	0	6	2	11	14	0	0	-6	-2
COC(=O)c1cc(-c2ccccc2)on1	-4	-7	1	4	5[fluorescence artefact?]	-1	2	1	0
CCOc1ccc(C(=O)NCC(=O)OCc2c(C)noc2C)cc1	8	-18	0	10	7	-3	0	2	2
O=C(Nc1ccc(N2CCOCC2)cc1Cl)C1CCN(C(=O)OCc2ccccc2)CC1	-5	-7	5	-2	-8	-7	0	-3	1
O=C(NCCc1c[nH]c2ccccc12)C1CCN(S(=O)(=O)c2ccccc2F)CC1	-3	-2	22	10	-14	-10	0	0	-2
Cc1sc(NC(=O)c2ccc(OCC(C)C)cc2)c(C(N)=O)c1-c1ccc(Cl)cc1Cl	4	-44	-1	7	-16	3	1	2	4
O=C(O)CCC(NC(=O)C1CCCN1C(=O)OCc1ccccc1)C(=O)O (centres undefined)	0	3	26	8	-7	-4	0	-1	-11
COc1ccc(NS(=O)(=O)c2ccc(NC(=S)NC(=O)CC(C)C)cc2)cc1	-6	-2	4	1	23	-7	4	-2	2
CCc1ccc(C2c3[nH]c4ccccc4c3CCN2C(=O)c2cc[n+]([O-])cc2)cc1 (centres undefined)	16	50*	2	30	2	36	0	-1	4
CCCc1cc(-n2ccnc2)n2c(nc3ccccc32)c1C#N	-15	-17	5	-15	-11	-6	2	88*	62*
N#CC1=C(N)SC(N)=C(C#N)C1C1C=CCCC1 (centres undefined)	9	-5	1	11	12	2	-1	6	4
COc1ccc(C(=O)CSc2nnc(-c3cnccn3)n2Cc2ccco2)cc1	2	-13	1	11	10	-3	0	4	2
O=C(/C=C/c1ccc(Br)o1)NCc1ccccc1	-1	-4	5	9	32	6	-2	13	-4
COC(=O)[C@@H](NC(=O)NCCC1=CCCCC1)C(C)C	1	-3	11	7	-7	2	5	-3	3
CCOC(=O)C(=O)Nc1nnc(C2CCCCC2)s1	-3	-36	2	11	1	4	0	2	1
Cc1cc(NC(=O)CCN2CCC(C(N)=O)CC2)ccc1Br	-13	-8	-1	-9	-13	-6	-2	2	2
COc1ccc(N2CCN(S(=O)(=O)c3cccc4nsnc34)CC2)cc1	6	-3	4	-2	-2	-1	-3	1	-2
CCCn1c(C(=O)OC)cc2c1ccn2-c1ccc(F)cc1	4	-5	0	18	-3	-1	-2	-2	4
O=C(OC(C(=O)NCc1cccs1)c1ccccc1Cl)c1ccco1 (centres undefined)	-5	9	2	7	3	-5	1	-3	-5
O=C(CSc1nc2c(c(=O)n1-c1ccccc1)SCC2)NCC1CCCO1 (centres undefined)	3	1	16	12	1	2	5	-3	-3
CC(=O)N1CCN(c2cc(N3CCc4ccccc4C3)c(F)cc2[N+](=O)[O-])CC1	6	3	-2	6	0	6	2	-6	-4
O=C(OC1CCOC1=O)c1ccc(NS(=O)(=O)c2cccs2)cc1 (centres undefined)	10	3	11	14	7	-2	-2	2	-14
Cc1ccc(OCC(=O)NC(=S)Nc2ccc3c4c(cccc24)CC3)cc1	33	12	3	12	-8[fluorescence artefact?]	-1	0	0	-4
CCCCn1ccnc1C(=O)c1cccc(S(=O)(=O)N2c3ccccc3CC2C)c1 (centres undefined)	4	18	2	19	15	2	-2	-3	0
CCOc1ccccc1NC1c2ccccc2C(=O)N1Cc1ccco1 (centres undefined)	-3	-5	4	11	4	-7	-3	2	-1
COc1cc(/C=N/Nc2nc3ccccc3[nH]2)cc(Br)c1OCC(=O)N(C)C	0	2	21	9	-18	2	-2	2	0
CCOc1ccc(CNC(=O)CCSCc2ccccc2F)cc1OC	-5	-8	-35	2	-4	-3	3	0	8
O=C(Cn1cc([N+](=O)[O-])nc1[N+](=O)[O-])N1CCN(c2ccccc2)CC1	0	1	17	7	-1	-6	1	1	0
CCOC(=O)c1sc(C)c2c1NC(c1ccc(N(C)C)cc1)NC2=O (centres undefined)	0	-35	1	5	-27	2	2	-1	-11

Ordered by the number under 14-3-3 Bad inh (falling): five from the list above
Structure	14-3-3 Bad inh
O=C(OC1CCOC1=O)c1ccc(NS(=O)(=O)c2cccs2)cc1 (centres undefined)	7
CCOC(=O)C(=O)Nc1nnc(C2CCCCC2)s1	1
COc1ccc(N2CCN(S(=O)(=O)c3cccc4nsnc34)CC2)cc1	-2
COc1cc(/C=N/Nc2nc3ccccc3[nH]2)cc(Br)c1OCC(=O)N(C)C	-18
CCOC(=O)c1sc(C)c2c1NC(c1ccc(N(C)C)cc1)NC2=O (centres undefined)	-27

Carrying on:
SMILES	FXIa inh	KLK5 inh	Hck Nef HTS	FXIIa inh	14-3-3 Bad inh	thrombin 1536	Wee1 degr inh	Runt-CBFb FRET	Runt-SMMHC FRET
Cc1onc(-c2c(Cl)cccc2Cl)c1-c1nc2cc(Cl)ccc2c(=O)o1	5	1	10	4	3	0	-2	2	-2
Nc1ccc2oc(-c3ccccc3Cl)cc(=O)c2c1O	8	-10	3	16	3	3	2	2	-1
O=C1NC[C@H](c2ccccc2)N(CCc2cc(C(F)(F)F)cc(C(F)(F)F)c2)C1=O	-2	-2	33	6	-5	-4	.	-3	1
O=C(NC(NC(=S)Nc1c(Cl)cccc1Cl)C(Cl)(Cl)Cl)OCc1ccccc1 (centres undefined)	8	-22	5	13	-15[fluorescence artefact?]	-3	3	4	0

Random draw from the library (roughly 4.2% active in at least one column).
